HePTP inh – human HePTP phosphatase inhibition | recombinant HePTP phosphatase activity, OD absorbance | inhibition, % at 20 µM | 110,000 tested, 0.64% active; in the data active means inhibition above about 50%;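 further: plate controls were vehicle for no effect and reference inhibitor for full effect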
Target sequence (P35236 whole entry, looked up): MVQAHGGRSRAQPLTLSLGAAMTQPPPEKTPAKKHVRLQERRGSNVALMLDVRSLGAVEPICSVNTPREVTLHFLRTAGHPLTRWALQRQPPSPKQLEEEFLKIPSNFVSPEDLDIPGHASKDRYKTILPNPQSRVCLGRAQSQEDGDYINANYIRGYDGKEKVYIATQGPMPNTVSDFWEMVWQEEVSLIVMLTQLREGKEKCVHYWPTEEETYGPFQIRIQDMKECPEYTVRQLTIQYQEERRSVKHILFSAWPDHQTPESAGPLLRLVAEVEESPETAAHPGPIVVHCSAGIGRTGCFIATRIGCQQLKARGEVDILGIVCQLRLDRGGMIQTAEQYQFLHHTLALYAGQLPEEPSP
BAP1 inh – human BAP1 deubiquitinase inhibition. Q92560. recombinant BAP1, Ub-AMC hydrolysis fluorescence kinetic; stronger effect = lower value. activity remaining (% of control), % at 20 µM. 72,000 tested, 0.48% active. AID 436;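 active means activity remaining at or below 50% of control, provided the compound also passes the data quality filters; inactive means the rest, including low values that fail the filters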;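 further: 100% = DMSO wells rate and 0% = substrate alone blank rate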
Target sequence (Q92560 whole entry, looked up): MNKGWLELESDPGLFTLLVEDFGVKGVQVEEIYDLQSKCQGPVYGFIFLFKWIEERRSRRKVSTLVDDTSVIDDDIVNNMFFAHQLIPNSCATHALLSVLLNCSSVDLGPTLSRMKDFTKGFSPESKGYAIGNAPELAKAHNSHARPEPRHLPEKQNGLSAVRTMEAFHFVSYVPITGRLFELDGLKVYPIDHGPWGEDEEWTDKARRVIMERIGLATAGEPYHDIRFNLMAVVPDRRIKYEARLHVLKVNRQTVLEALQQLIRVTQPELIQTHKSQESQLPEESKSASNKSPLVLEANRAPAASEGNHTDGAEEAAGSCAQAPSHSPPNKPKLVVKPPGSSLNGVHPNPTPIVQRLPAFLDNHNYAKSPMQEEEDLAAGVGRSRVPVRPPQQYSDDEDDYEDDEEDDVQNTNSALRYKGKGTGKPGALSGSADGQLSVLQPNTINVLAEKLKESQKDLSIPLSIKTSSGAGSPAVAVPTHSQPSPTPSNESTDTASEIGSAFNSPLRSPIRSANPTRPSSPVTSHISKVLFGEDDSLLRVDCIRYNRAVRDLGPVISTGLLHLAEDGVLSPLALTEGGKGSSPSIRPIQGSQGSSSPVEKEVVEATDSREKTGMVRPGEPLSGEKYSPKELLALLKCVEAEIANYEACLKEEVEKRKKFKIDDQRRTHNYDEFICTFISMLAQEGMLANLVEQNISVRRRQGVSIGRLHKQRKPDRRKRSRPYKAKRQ
The depositor's hits bear a star; / = not tested or not shown; & = joins results of further samples.

HePTP inh,BAP1 inh,SMILES
1.5,92.0,COc1ccc(NS(=O)(=O)c2ccc(NC(C)=O)cc2)cc1OC
5.8,/,Cc1ccc2c(c1)N(C(=O)COc1nc3ccccc3s1)C(C)(C)c1ssc(=S)c1-2
-5.2,81.4,COc1cc2nc(CN3C(=O)c4ccccc4C3=O)oc(=O)c2cc1OC
-6.0,92.9,CCCCCn1c(C(C)NC(=O)CCC)nc2ccccc21 (configuration not stated)
6.2,/,C=CCc1cccc2cc(C(=O)NC(C)c3ccccc3)c(=O)oc12 (configuration not stated)
9.5,54.0,Cc1c(C(=O)NCCC2=CCCCC2)oc2ccc(S(=O)(=O)N3CCC4(CC3)OCCO4)cc12
8.6,94.0,CC1CCCCN1CCn1cnc2c([nH]c3ccccc32)c1=O (configuration not stated)
5.5,/,O=C(CSc1nc2ccccc2s1)NCC(=O)c1ccccc1
/,70.4,CC=CCOC(=O)C1=C(C)NC(=O)NC1c1ccc(Cl)cc1 (configuration not stated)
-5.1,/,Cc1ccc(C)c(OCc2nnc(NC(=O)c3ccccc3)s2)c1
6.8,89.5,Cc1cc(C)nc(N(C#N)CC(=O)N(c2ccccc2)C(C)C)n1
-1.3,95.5,CCn1c(=O)cc(OCC(=O)NCCC(C)C)c2ccccc21
2.5,106.9,Cc1nc(NC2=NCN(CC3CCCO3)CN2)nc2ccccc12 (configuration not stated)
5.9,94.2,O=C(NCc1ccccn1)c1cc2n(n1)C(C(F)(F)F)CC(c1ccco1)N2 (configuration not stated)
19.9,/,Cc1cc(C)n2c(SC/C(O)=C(\C#N)c3nc4ccccc4[nH]3)nnc2n1
-4.8,/,COC(=O)C1=C(C)NC2=C(C(=O)CC(c3ccc(OC)c(OC)c3)C2)C1c1ccc2c(c1)OCO2 (configuration not stated)
0.9,95.7,O=C(NCc1cccnc1)C1CC(=O)N(c2ccc(F)cc2)C1 (configuration not stated)
-2.6,/,COc1ccc(C(=O)N2CCN(c3cccc(C)c3C)CC2)c(OC)c1
7.4,101.1,CCC(=O)N1CCc2cc(S(=O)(=O)CCC(=O)NCCC3=CCCCC3)ccc21
-8.4,106.1,Cc1cc(SCC(=O)c2ccccc2)n2nc(C)nc2n1
-10.9,96.9,COc1ccc(C(=O)NCc2cccnc2)cc1OC
-1.0,108.2,CCOC(=O)N1CCC(NC(=O)C2CCN(S(=O)(=O)c3cnc[nH]3)CC2)CC1
6.0,/,O=C1C2C3C=CC(CC3)C2C(=O)N1/N=C/c1cc([N+](=O)[O-])cc(Br)c1O (configuration not stated)
13.1,120.4,CC(C)(C)OC(=O)NCCc1nnc(SCC(=O)c2ccc(Cl)cc2)o1
/,101.0,N#Cc1c(N)sc(=S)c2c1CCCC2
6.9,67.8,Cc1ccccc1NC(=O)N1CCCC(c2nc(-c3ccc(C(C)C)cc3)no2)C1 (configuration not stated)
-3.0,/,O=C(Nc1ccc(NC(=S)NC(=O)c2ccco2)cc1)c1ccccc1
-5.8,/,C=C(C)COc1cc2oc(=O)cc(C)c2cc1Cl
-4.6,/,CN1C(=O)/C(=C/c2ccc(-c3ccc(F)cc3)o2)SC1=S
3.1,95.3,O=C(Nc1cccc(Cl)c1)N(CCN1CCOCC1)Cc1cccc(Cl)c1

Ordered by molar mass (rising): some entries from above
HePTP inh,BAP1 inh,SMILES
-5.8,/,C=C(C)COc1cc2oc(=O)cc(C)c2cc1Cl
-8.4,106.1,Cc1cc(SCC(=O)c2ccccc2)n2nc(C)nc2n1
6.9,67.8,Cc1ccccc1NC(=O)N1CCCC(c2nc(-c3ccc(C(C)C)cc3)no2)C1 (configuration not stated)

Continued:
HePTP inh,BAP1 inh,SMILES
-11.6,88.7,CC1Cc2ccccc2N1C(=O)c1cnc2n(c1=O)CCS2 (configuration not stated)
-0.7,/,Cc1ccc(-n2nc3cc(C)c(NC(=O)COc4ccc(C)c(C)c4)cc3n2)cc1
5.7,76.5,COCCOC(=O)C1=C(C)NC2=C(C(=O)CC(C)(C)C2)C1c1ccc(N(C)C)cc1 (configuration not stated)
11.4,110.2,O=C(CCSc1nc2ccccc2o1)N1CCOCC1
6.2,81.3,Nc1nonc1-c1nc2ccccc2n1CC(=O)N1CCCCC1
8.1,110.6,Cc1ccccc1CN1CCN(S(=O)(=O)c2ccc(F)cc2)CC1
6.4,100.0,CC(=O)Nc1cccc(NC(=O)C2CCCN2C(=O)Nc2ccc(Cl)cc2)c1 (configuration not stated)
-5.2,/,O=C(Nc1cccc(I)c1)c1ccc(-c2ccccc2)cc1
3.9,/,COCCNC(=O)C(=O)NCCc1ccc(OC)cc1
-2.7,/,Clc1ccccc1C=Nc1ccc(-c2nnc(-c3ccccc3)o2)cc1
9.1,87.0,Cc1ccc(-c2noc(CCC(=O)Nc3ccc(C)cn3)n2)cc1
6.7,/,CC12CC3CC(C)(C1)CC(C(=O)CCC(=O)O)(C3)C2
3.2,104.1,Cc1ccc(S(=O)(=O)Nc2cc(C(=O)NCCN(C)C)ccc2N2CCCCC2)cc1
6.2,/,CCOc1ccc2c(c1)nc(C)n2CC
-4.5,/,COc1ccc(CN2CCN(Cc3ccco3)CC2)c(OC)c1
2.4,/,CCOC(=O)c1cc2c(=O)n3ccccc3nc2n(C(C)C)c1=NC(=O)c1ccncc1
7.8,95.3,CC1CCN(C(=O)CSCC(=O)Nc2nc(-c3cccs3)cs2)CC1
10.3,98.0,CCN(CCCNC(=O)CCc1nc(-c2ccc(OC)cc2)no1)c1cccc(C)c1
5.9,123.9,COc1cc(/C=N/O)ccc1OCc1ccc(C(=O)O)cc1
-2.3,98.5,COCCN1Cc2cccc(C(=O)Nc3cccc(OC)c3)c2C1=O
86.9*,/,Cc1ccc2c(c1)c(N=Nc1nnc3c(n1)[nH]c1ccccc13)c(O)n2C
0.5,/,COc1ccc(C(=O)CC(c2cccs2)S(=O)(=O)c2ccccc2)cc1 (configuration not stated)
8.1,50.3,CC(C)NC(=O)c1ccc(-c2ccccc2C(F)(F)F)o1
-1.2,/,CN(C)c1ccc(/C=N/NC(=O)c2cc(Br)ccc2O)cc1
4.3,/,CCCc1c(C)c2c(OCC(=O)O)cc(OCC(=O)O)cc2oc1=O
6.5,/,Cc1ccc(-c2cc3nc(C)cc(C)n3n2)cc1
16.0,144.8,COCc1nc2ccccc2n1Cc1ccc(Br)cc1
11.3,109.3,Cc1cc(C(=O)CNCc2ccco2)c(C)n1-c1ccc(F)cc1
8.0,94.8,CCOC(=O)C1=C(C)NC(=O)NC1c1ccc(OCC(=O)OC)c(OC)c1 (configuration not stated)
5.2,/,COC(=O)c1ccccc1NC(=O)c1cnccn1
2.3,/,O=C(O)CC12CC3CC(CC(S)(C3)C1)C2
2.9,107.2,C=CCN(C(=O)CCC(=O)Nc1cc(C)on1)C(C(=O)NC(C)(C)C)c1cccc(OC)c1OC (configuration not stated)
-2.6,/,Cc1c(Cl)cccc1NC(=O)C(=O)NCCO
3.5,95.9,Cn1ncc2c(Nc3ccc4ccccc4c3)ncnc21
-1.1,/,O=C(Cc1cccs1)NCc1ccc2c(c1)OCO2
9.2,/,CCOc1cc(/C=C2\SC(=S)NC2=O)ccc1OCc1ccccc1
5.7,99.1,CC[N+](CC)(CCO)CCCN1C(=O)C2CC=C(Cl)CC2C1=O (configuration not stated)
-1.1,/,C1=C(c2ccc3c(c2)c2c4n3CCN(Cc3ccccc3)C4CCC2)C2CCN1CC2 (configuration not stated)
4.7,93.0,O=C(O)C1Sc2[nH]c(=O)sc2C2c3cc(Cl)ccc3OC(=O)C12 (configuration not stated)
8.9,/,COc1ccc2c(c1)-c1c(ssc1=Nc1ccc(S(N)(=O)=O)cc1)C(C)(C)N2
-0.9&4.6,93.3,O=C(O)C1CCCCC1C(=O)Nc1ccccc1Nc1ccccc1 (configuration not stated)
9.3,/,Cc1cccc(NC(=O)c2cc(-c3ccco3)nc3ccccc23)n1
4.0,120.4,O=C1CCCN1c1ccc(S(=O)(=O)N2CCN(c3ccccn3)CC2)cc1
8.7,109.7,COc1ccc(N(CC(=O)Nc2cccc(OC)c2)S(=O)(=O)c2c(C)nn(C)c2C)cc1
-0.1,95.9,COC(=O)CCC(NC(=O)OCc1ccccc1)C(=O)NC(CC(C)C)C(=O)OC (configuration not stated)

Full records from above.
Results for O=C(O)C1Sc2[nH]c(=O)sc2C2c3cc(Cl)ccc3OC(=O)C12 (configuration not stated) = HePTP inh: 4.7; BAP1 inh: 93.0
Results for O=C1CCCN1c1ccc(S(=O)(=O)N2CCN(c3ccccn3)CC2)cc1 = HePTP inh: 4.0; BAP1 inh: 120.4
Results for O=C(O)C1CCCCC1C(=O)Nc1ccccc1Nc1ccccc1 (configuration not stated) = HePTP inh: -0.9&4.6; BAP1 inh: 93.3

Going on with the list:
HePTP inh,BAP1 inh,SMILES
-1.6,/,CCC(=O)Nc1ccc(-c2nc3ncccc3o2)cc1
/,97.3,C=CC[C@H](N)C(=O)O
-0.9&0.9,92.8,O=C1C/C(=C/NCc2ccccc2)C(=O)N1
-7.2,90.1,C=CCn1c(SCc2nc3ccccc3[nH]2)nnc1-c1ccccn1
12.7,/,O=C(N/N=C/c1ccc(Br)cc1)C1CC(=O)N(c2ccc(Cl)cc2)C1 (configuration not stated)
10.5,/,Cc1cccc2sc(NC(=O)CN(C)S(=O)(=O)c3ccc(Br)s3)nc12
4.2,91.5,CCOc1ccc(-c2nnc(NC(=O)CCCOc3cccc(C)c3)o2)cc1
-0.7,90.2,COc1ccc(N2CCN(S(=O)(=O)c3cccc4cccnc34)CC2)cc1
-2.9,98.2,CC1=C(C)C(=O)N(c2ccc(C(=O)O)cc2)C1=O
-5.8,106.7,Cc1ccc(S(=O)(=O)N2CCCC(C(=O)NCC3COCCO3)C2)cc1 (configuration not stated)
-5.4&1.7,111.0,Cc1cc2oc(=O)cc(C)c2cc1NC(=O)CCC(=O)O
/,78.5,O=C(Nc1cccc2ccccc12)c1ccccc1F
12.3,54.3,CCCOc1ccc(CC(=O)NCc2ccco2)cc1OC
8.7,104.5,COc1ccc(CN(C)CC(=O)c2c(N)n(Cc3ccccc3)c(=O)n(C)c2=O)c(OC)c1
8.7,95.0,O=C(NCc1ccco1)C1Cc2ccccc2CN1S(=O)(=O)c1ccccc1F (configuration not stated)
14.4,/,CCCCC(c1nnnn1CC1CCCO1)N1CCN(c2nc3ccccc3s2)CC1 (configuration not stated)
4.2,130.2,COc1ccccc1Oc1c(C)oc2cc(OC(=O)c3ccco3)ccc2c1=O
-7.4,/,COc1ccc(C(=O)O/N=C(\N)c2ccc(OC)c(OC)c2)cc1
8.3,/,O=C1NC(=O)N(c2ccccc2)C(=O)/C1=C\c1cccc(OCc2ccccc2F)c1
12.1,109.5,CNCCCc1[nH]nc(N)c1C#N
-5.3,72.0,CCOC(=O)C1=C(C)NC(C)=C(C(=O)OCC)C1C(=O)OCC(=O)N1CCCCC1CC (configuration not stated)
7.8,75.9,CN1CCN(CCCn2cnc3c(=O)oc4ccccc4c32)CC1
-3.3,79.1,O=C(O)C1CCCCC1C(=O)N1CC=C(c2ccccc2)CC1 (configuration not stated)
10.9,90.1,COC(=O)CN1C(=O)C(O)(CC(=O)c2ccc(Br)cc2)c2ccccc21 (configuration not stated)
-10.0,/,N#C/C(=C\c1c[nH]c2ccccc12)C(=O)Nc1ccc(F)cc1
12.4,/,Cc1ccc(N=Cc2c(C)[nH]c3ccccc23)cc1I
4.9,106.6,COc1cccc(N2C(=O)C3C(C2=O)C2C=CC3C23CC3)c1 (configuration not stated)
5.5,95.1,O=C(O)C1C2C=CC3(CN(Cc4ccco4)C(=O)C13)O2 (configuration not stated)
7.9,102.1,Cc1nc(CSc2nnc(C)s2)cs1
-0.4,85.3,Cn1cnc(S(=O)(=O)NCc2cccs2)c1

Ordered by value in HePTP inh (lowest first): 6 from the list above.
| Compound | HePTP inh |
| --- | --- |
| N#C/C(=C\c1c[nH]c2ccccc12)C(=O)Nc1ccc(F)cc1 | -10.0 |
| COc1cccc(N2C(=O)C3C(C2=O)C2C=CC3C23CC3)c1 (configuration not stated) | 4.9 |
| CN1CCN(CCCn2cnc3c(=O)oc4ccccc4c32)CC1 | 7.8 |
| Cc1nc(CSc2nnc(C)s2)cs1 | 7.9 |
| CNCCCc1[nH]nc(N)c1C#N | 12.1 |
| CCCCC(c1nnnn1CC1CCCO1)N1CCN(c2nc3ccccc3s2)CC1 (configuration not stated) | 14.4 |

Further results follow.
HePTP inh,BAP1 inh,SMILES
3.7,/,CCOC(=O)C1CCN(C(=O)/C=C/c2cccc([N+](=O)[O-])c2)CC1
-6.8,98.8,CC(C)C1C(C#N)=C(N)Oc2n[nH]c(-c3cccs3)c21 (configuration not stated)
/,154.7,O=C(Oc1ccc(Br)cc1C(=S)N1CCOCC1)c1cccc([N+](=O)[O-])c1
0.6,/,CC(=O)N1c2ccccc2C(=O)C1N1CCCCC1 (configuration not stated)
8.4,/,COC(=O)c1cccc(N2C(=O)c3ccc(Oc4ccc([N+](=O)[O-])cc4)cc3C2=O)c1
1.0,/,COc1ccc(C(=O)/C=C/c2ccco2)cc1OC
3.0,/,CC1(C)Cc2ccccc2/C(=C/C(=O)N2CCCCCC2)N1
5.1,/,O=C1C2C3C=CC(C4CC34)C2C(=O)N1c1cccnc1 (configuration not stated)
-1.1,/,COC(=O)c1ccc(-c2sc3nc(N4CCOCC4)c4c(c3c2N)CCCC4)o1
5.0,114.1,Cc1c(C(=O)OCc2ccccc2)nnn1-c1nonc1N
4.0,137.8,CCOc1cc(N2CCOCC2)c(OCC)cc1NC1=NCCCCC1
1.0,/,Cc1ccc(C)c(COc2ccc3c4c(c(=O)oc3c2C)CCC4)c1
2.4,77.4,O=c1[nH]c(=O)n(C2CCCCCC2)c(O)c1C=NCc1ccc(F)cc1
3.9,/,CCO/C=N/c1c(C#N)c(CC#N)nn1-c1ccccc1
10.6,/,CC1=C(C(=O)Nc2ccccc2)C(c2cccs2)NC(=O)N1 (configuration not stated)
5.1,/,C=CCN1C(=O)/C(=C\C(Br)=C\c2ccccc2)SC1=S
8.5,/,Cc1cc(C)n(S(=O)(=O)c2ccc(F)cc2)n1

Source: PubChem

Rows were taken by chance; about 0.83% have a hit in one of these screens.
